# Assay outcomes from PubChem.
# OX1R FRET antag = blocks the human orexin 1 receptor; OX1R-expressing cells, FRET antagonist read-out; O43613; AID 485270; inhibition, % at 6.6 µM; actives 1.8% (n = 330,000); in the data active = inhibition mostly above about 38%, no sharp cut-off; inactive = mostly below about 40%;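 note: 0% = agonist challenge alone and 100% = reference antagonist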
# Target sequence (O43613 whole entry, looked up): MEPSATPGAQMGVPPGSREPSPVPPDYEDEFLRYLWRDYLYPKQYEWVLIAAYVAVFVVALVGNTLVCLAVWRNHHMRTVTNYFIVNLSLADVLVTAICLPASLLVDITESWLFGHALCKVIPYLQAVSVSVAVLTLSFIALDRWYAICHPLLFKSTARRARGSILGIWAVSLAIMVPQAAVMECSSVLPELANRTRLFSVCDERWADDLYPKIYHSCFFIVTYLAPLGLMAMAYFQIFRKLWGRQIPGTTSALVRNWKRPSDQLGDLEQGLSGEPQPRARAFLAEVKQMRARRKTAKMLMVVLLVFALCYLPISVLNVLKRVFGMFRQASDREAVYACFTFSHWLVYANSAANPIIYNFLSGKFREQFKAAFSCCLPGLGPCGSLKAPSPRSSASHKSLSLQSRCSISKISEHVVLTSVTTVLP
# STK33 kinase inh = human STK33 kinase inhibition. Q9BYT3. inhibition, % at 10 µM. purified STK33, MBP phosphorylation, ADP-Glo luminescence. actives 0.073% (n = 320,000). AID 2661;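 active = inhibition at or above 25%, using the most active replicate where run in duplicate; inactive = inhibition below 25%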
# Target sequence (Q9BYT3 whole entry, looked up): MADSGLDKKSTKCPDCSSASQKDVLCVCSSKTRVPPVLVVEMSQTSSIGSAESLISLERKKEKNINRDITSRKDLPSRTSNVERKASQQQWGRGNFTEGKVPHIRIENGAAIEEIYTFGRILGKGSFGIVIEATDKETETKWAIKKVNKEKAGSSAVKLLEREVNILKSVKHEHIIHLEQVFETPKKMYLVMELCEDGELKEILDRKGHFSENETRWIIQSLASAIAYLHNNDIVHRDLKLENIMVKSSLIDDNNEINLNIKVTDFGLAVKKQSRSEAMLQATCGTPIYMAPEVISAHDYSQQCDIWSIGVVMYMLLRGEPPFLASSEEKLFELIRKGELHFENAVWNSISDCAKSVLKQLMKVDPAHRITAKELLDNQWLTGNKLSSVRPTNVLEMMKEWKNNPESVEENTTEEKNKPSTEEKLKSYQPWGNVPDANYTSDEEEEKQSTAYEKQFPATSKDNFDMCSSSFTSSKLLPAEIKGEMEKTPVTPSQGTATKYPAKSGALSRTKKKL
# KCNQ2 block = KCNQ2 channel blockers in CHO-K1 cells – cell-based, FluxOR thallium flux, B-score, primary screen (AID 2156) | O88943 | 20 min; hits give low values | B-score at 10 µM | actives 1.1% (n = 310,000);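 active = fluorescence ratio B-score at most minus 3 library SDs, with starting brightness B-score within 2 library SDs, cut at about -5.5 in these data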
# * marks the source's active call; other numbers are inactive results; i = inactive; nt = not tested or not shown. Compounds were not picked by outcome; any-hit rate near 2.7%.
SMILES,OX1R FRET antag,STK33 kinase inh,KCNQ2 block
Cc1cc(SCC(=O)OCC(=O)c2c(N)n(C)c(=O)n(C)c2=O)c(C)cc1Br,4,-0.5,i
Cc1[nH][nH]c(=O)c1C,6,-0.7,nt
Cc1ccccc1NC(=S)NC1(C)CCS(=O)(=O)C1 (stereo not given),26,-1.5,i
CCC(C(=O)Nc1ccccc1Cl)n1nc(C)c2c(C)n(-c3ccccc3)nc2c1=O (stereo not given),3,1.1,i
Cc1cc(NC(=O)CN2C(=O)NC(C)(CCc3ccccc3)C2=O)no1 (stereo not given),11,-1.7,i
CCOc1ccc(/C=N/NC(=O)c2[nH]ncc2Br)c(O)c1,29,4.8,i
CC1CCc2cc(F)ccc2N1C(=O)CSc1nnc2c(n1)[nH]c1ccccc12 (stereo not given),21,0.0,i
COc1cccc(NC(=O)N2CCCC(C(=O)NC3CCCCC3C)C2)c1 (stereo not given),1,-1.5,i
CC(=O)c1ccc(NS(=O)(=O)c2ccc(N/C=C/C(=O)c3ccc(F)cc3)cc2)cc1,7,0.2,i
O=C(O)c1ccc(/C=N/NC(=O)c2cc(-c3ccc4c5c(cccc35)CC4)n[nH]2)cc1,17,0.6,i
CC(=O)NC(CCCCNC(=S)NC1CCCCC1)C(=O)O (stereo not given),0,-1.6,i
CCC(C(=O)NC1CCCCCC1)n1nc(C)n2c(cc3occc32)c1=O (stereo not given),17,0.5,i
CN(Cc1ccccc1)c1ccc(C(CC(N)=O)NC(=O)c2ccccc2)cc1[N+](=O)[O-] (stereo not given),27,0.1,i
CC/C(=N\O)c1c(O)c2c(n(-c3ccccc3)c1=O)CCCC2,-2,-1.3,i
Clc1ccc(OCCCc2nc(-c3ccncc3)no2)c(Cl)c1,22,-1.3,i
Cc1ccccc1C(=O)Nc1ccc(C(=O)N/N=C/c2ccccn2)cc1,4,-1.2,i
Nc1nnc(SCC(=O)Nc2cccc(S(=O)(=O)N3CCOCC3)c2)s1,1,-0.9,i
O=C(COC(=O)c1ccc(Cl)cc1O)Nc1cccnc1Cl,13,-0.1,i
O=C(O/N=C(\c1ccccc1)c1ccccn1)c1cccc2ccccc12,37,-0.2,i
Cc1ccc(NC(CNS(=O)(=O)c2ccc(Cl)cc2)c2ccccc2)cc1 (stereo not given),4,-0.1,i
Cc1cc(C)c(S(=O)(=O)Nc2ccc3[nH]c(=O)[nH]c3c2)c(C)c1,23,1.7,i
COc1cc2ccccc2cc1C(=O)N/N=C/c1cccnc1,32,-1.4,i
O=C(CN1C(=O)NC2(CCCC2)C1=O)Nc1ccc(OC(F)(F)F)cc1,7,0.5,i
COC(=O)C(CCSC)NC(=O)c1cc2c(n(-c3ccccc3)c1=O)CC(C)(C)CC2=O (stereo not given),7,-0.5,i
COc1ccc(NC(=O)NNC(=O)c2cc3ccccc3cc2O)cc1,-9,0.9,i
CCOC(=O)c1ccc(N2CCN(c3ccccc3F)CC2)c(NC(=O)Nc2cccc(OC)c2)c1,30,-1.9,i
Cc1ccc(C(=O)N/C(=C\c2cccs2)C(=O)NCCc2ccccn2)cc1C,20,0.5,i
CC(C)OCCCNC(=O)c1ccncc1,2,1.0,i
O=C(O)C(C(=O)Oc1ccccc1)C(C(=O)O)C(=O)Oc1ccccc1 (stereo not given),0,-2.1,nt
CC(C)Cc1nnc(NC(=O)c2cc(-c3ccccc3)nc3ccccc23)s1,1,-4.8,i
CN(C)CCOC(=O)COc1ccc(Cl)cc1,9,-1.5,nt
CCCn1nc(C(=O)OCC(=O)Nc2ncc(Cl)c(C)c2Cl)c2ccccc2c1=O,11,-0.9,i
Cc1ccc(-c2nc3ccccc3s2)cc1NC(=S)NC(=O)c1cccc2ccccc12,7,-2.0,i
O=C(Nc1ccccc1F)c1ccco1,17,0.1,i
COc1cc(C(=O)NCc2ccc3c(c2)OCO3)c([N+](=O)[O-])cc1OC,5,-1.3,i
CCc1cc(=O)oc2cc(C)cc(OC(C)C(=O)O)c12 (stereo not given),7,-0.7,i
CCOC(=O)Cc1c(C)nc(Cc2ccc(OC(C)C)cc2)[nH]c1=O,10,-2.6,i
CC(=O)Nc1ccc(S(=O)(=O)N2CCCN(S(=O)(=O)c3ccc(C)cc3)CC2)cc1,5,-1.5,i
Cc1cccn2cc(-c3c[nH]c4ccccc34)nc12,-5,-1.4,i
O=C(Cn1cnc2ccccc2c1=O)NCCC(=O)Nc1ccccc1C(F)(F)F,12,-0.6,i

# Part of the list above, tab-delimited.
compound	OX1R FRET antag	STK33 kinase inh	KCNQ2 block
CN(C)CCOC(=O)COc1ccc(Cl)cc1	9	-1.5	nt
CCCn1nc(C(=O)OCC(=O)Nc2ncc(Cl)c(C)c2Cl)c2ccccc2c1=O	11	-0.9	i
Cc1ccc(-c2nc3ccccc3s2)cc1NC(=S)NC(=O)c1cccc2ccccc12	7	-2.0	i
O=C(Nc1ccccc1F)c1ccco1	17	0.1	i
COc1cc(C(=O)NCc2ccc3c(c2)OCO3)c([N+](=O)[O-])cc1OC	5	-1.3	i
CCc1cc(=O)oc2cc(C)cc(OC(C)C(=O)O)c12 (stereo not given)	7	-0.7	i
CCOC(=O)Cc1c(C)nc(Cc2ccc(OC(C)C)cc2)[nH]c1=O	10	-2.6	i

# More entries.
SMILES,OX1R FRET antag,STK33 kinase inh,KCNQ2 block
CNc1oc(-c2ccccc2)nc1C#N,21,0.4,i
Cc1ccsc1C(=O)N1CCCC(CCC(=O)NCc2ccccc2F)C1 (stereo not given),26,-0.7,i
NS(=O)(=O)c1ccc(CCNC(=O)CN2CCN(c3cccc(Cl)c3)CC2)cc1,14,-0.3,i
CCOC(=O)C1CCN(C(=O)Cc2c(C(=O)O)n(CC)c3ccccc23)CC1,0,-1.0,i
COc1ccc2[nH]c(=O)c(CN(C(=O)c3cccnc3)c3ccccc3OC)cc2c1,5,0.5,i
N#Cc1ccsc1NC(=O)CN1CCN(c2ccccn2)CC1,14,-0.8,i
CCOC(=O)C1=C(C)OC(N)=C(C#N)C1c1ccc(O)c(OC)c1 (stereo not given),13,-0.1,i
CCc1ccc(C(C(=O)NC2CCCC2)N(C(=O)/C=C/C(=O)Nc2cc(C)on2)c2ccccc2C)cc1 (stereo not given),12,-2.4,i
CCCNC(=O)C(CC)NC(=O)c1ccc(C#N)cc1 (stereo not given),8,0.4,nt
Cc1nn(C)cc1C(C)NCc1c(C(=O)N2CCCCCCC2)nc2ccc(Cl)cn12 (stereo not given),5,-1.3,i

# Single records, as listed above. Screens in order: OX1R FRET antag	STK33 kinase inh	KCNQ2 block
# Entry for COc1ccc2[nH]c(=O)c(CN(C(=O)c3cccnc3)c3ccccc3OC)cc2c1 → 5	0.5	i
# Entry for CCC(C(=O)Nc1ccccc1Cl)n1nc(C)c2c(C)n(-c3ccccc3)nc2c1=O (stereo not given) → 3	1.1	i
# Entry for O=C(O)C(C(=O)Oc1ccccc1)C(C(=O)O)C(=O)Oc1ccccc1 (stereo not given) → 0	-2.1	nt

# Next part:
SMILES,OX1R FRET antag,STK33 kinase inh,KCNQ2 block
COc1ccccc1-c1nc(C#N)c(N2CCC(C(N)=O)CC2)o1,12,-1.7,i
CCOc1ccc(-c2nc(C#N)c(NCC3CCCO3)o2)cc1 (stereo not given),6,-2.4,i
Cc1c(NCc2cc(Cl)ccc2O)c(=O)n(-c2ccccc2)n1C,11,-4.8,i
O=S(=O)(CCSc1nc2ccccc2o1)c1nc2ccccc2s1,41*,8.3,i
COCCN(C(=O)CSCC(=O)Nc1ccc(C)cc1)c1c(N)n(CC(C)C)c(=O)[nH]c1=O,0,-1.6,nt
CCN1CCN(C(=O)CCN2C(=O)c3ccccc3C2=O)CC1,14,0.3,i
Cc1ccc(C(=O)O)cc1S(=O)(=O)N1CCC(C(=O)O)CC1,14,2.5,i
O=C(NNC(=O)C(O)(c1ccccc1)c1ccccc1)C1CC1,24,-1.5,i
CC1(C2CC2)NC(=O)N(CC(=O)Nc2ccc(SC(F)F)cc2)C1=O (stereo not given),9,-0.7,nt
COC(=O)Cn1c(CN2CCOCC2)nc2c1c(=O)n(C)c(=O)n2C,12,-1.8,i
C/C(=N\NC(N)=O)C1(C)CCCCC1,5,-0.3,i
O=C(NCC12CC3CC(C1)CC(CNC(=O)N1CCCC1)(C3)C2)N1CCCC1,6,-0.2,i
CC(=O)Nc1ccc2c(COC(=O)[C@@H](NS(=O)(=O)c3ccc(C)cc3)C(C)C)cc(=O)oc2c1,12,1.1,nt
CC(=O)NCCc1ccc(S(=O)(=O)NC2OC(=O)c3ccccc32)cc1 (stereo not given),5,-1.0,i
Cn1c(CNC(=O)c2ccco2)nnc1SCC(=O)c1ccc(F)cc1,29,-1.7,i
O=C(NC(=S)Nc1ccccc1Cl)c1cncc(Br)c1,5,0.0,i
O=C(COC(=O)COc1ccc2ccccc2c1)NCC(F)(F)F,37,-0.7,i
Cc1c(C#N)c2ccccc2n1CC(=O)NCC1CCCO1 (stereo not given),2,-1.6,i
Cc1ccc2c(c1)N(C(=O)CSc1nncn1C)C(C)(C)c1ssc(=S)c1-2,38,-1.1,i
COc1cnc(N(C)C)nc1Sc1ccc(Cl)cc1,21,0.4,i
COc1ccc(NC(NC(=O)c2cccnc2)C(Cl)(Cl)Cl)cc1 (stereo not given),24,0.6,i
Cc1nn(CCCC(=O)NCc2ccco2)c(=O)c2nn(-c3ccccc3)c(C)c12,12,0.3,i
CC(C)(C)C(CCl)C(=O)NN=C(c1ccccc1)c1ccccc1 (stereo not given),13,10,nt
O=C(Cn1cccc1)Nc1ccc(OC(F)(F)F)cc1,-2,-0.4,i
O=C1CC(c2cccs2)Cc2nc(NCC3CCCO3)ncc21 (stereo not given),16,-0.6,i
COc1cccc(Nc2nc(C)nc3c2oc2ccccc23)c1,26,2.6,i
O=C(Nc1ccc(-c2nc3cc(Cl)ccc3o2)cc1)C1CCCO1 (stereo not given),14,-1.0,i
CCOc1ccc(NS(=O)(=O)c2cc3c4c(c2)CCN4C(=O)CC3)cc1,25,2.5,i
CCOc1ccc2c(c1)c(N=NC(N)=S)c(O)n2C,32,-0.3,i
Cc1cccc(Nc2cc(=O)[nH]c(=O)[nH]2)c1,6,0.9,i

# An excerpt from above with just KCNQ2 block and OX1R FRET antag.
Compound	KCNQ2 block	OX1R FRET antag
COc1cccc(Nc2nc(C)nc3c2oc2ccccc23)c1	i	26
O=C(Nc1ccc(-c2nc3cc(Cl)ccc3o2)cc1)C1CCCO1 (stereo not given)	i	14

# (cont.)
SMILES,OX1R FRET antag,STK33 kinase inh,KCNQ2 block
O=C(COC(=O)C1CC2CCCC(C1)C2=O)NC1CCCCC1 (stereo not given),3,0.6,nt
Cc1nc2nc(-c3ccco3)[nH]n2c(=O)c1Cc1ccccc1,26,1.1,i
Oc1ccc(/C=N/N(Cc2ccccc2)c2ccccc2)cc1,26,-1.3,i
Cn1c(=O)c2c(nc(NCCNC(=O)c3ccco3)n2Cc2ccc(Cl)cc2Cl)n(C)c1=O,7,-1.8,i
CCN1C(=O)[C@H]2[C@@H](c3ccc(C)cc3)N3C(=O)N(c4cccc(F)c4)C(=O)[C@@]3(CC)[C@H]2C1=O,24,-0.9,i
C[C@@H]1CC2OC(=O)[C@@]3(C)C(=O)CC[C@@](C)(C23)[C@@]1(O)CCc1ccoc1 (stereo not given in full),4,-0.1,i
CCCCc1nnc(SCCSc2nnc(CCCC)n2N)n1N,4,-2.9,i
COc1ccc(-c2c(O)c(C#N)c(-c3ccccc3)n(-c3ccc(OC)cc3)c2=O)cc1,6,-2.1,i
COc1ccc(F)cc1S(=O)(=O)N1CC(C)CC(C)C1 (stereo not given),1,-1.5,i
Cc1ccc(NC(=O)Cn2c(O)c(N=NC(=O)c3cc([N+](=O)[O-])ccc3O)c3ccccc32)cc1,5,0.8,i
CCOC(=O)C1CCN(c2c(NCc3ccc(C(=O)Nc4ccc(C)cc4)cc3)c(=O)c2=O)CC1,18,-0.9,i
CC(OC(=O)CN1C(=O)NC(C)(C)C1=O)C(=O)c1ccccc1 (stereo not given),2,-1.5,i
Cc1ccc(S(=O)(=O)NC(C)C(=O)N2CCOCCOCCOCCOCC2)cc1 (stereo not given),18,0.5,i
O=C(Cn1c(=O)n(Cc2ccco2)c(=O)c2ccccc21)NCC1CCCO1 (stereo not given),1,-0.6,i
COc1ccccc1-c1nc(S(=O)(=O)c2ccccc2)c(N2CCCCC2)o1,14,0.3,i
C[C@H](NC(=O)OCc1ccccc1)C(=O)N[C@@H](Cc1c[nH]c2ccccc12)C(=O)O,13,-0.4,i
COC(=O)c1[nH]c2cc(OC)c(OC)cc2c1NC(=O)CN1C[C@H]2C[C@@H](C1)c1cccc(=O)n1C2,3,0.8,nt
COc1ccc2nc(SCCN(C)C)[nH]c2c1,8,-0.1,i
CCOC(=O)C1=C(C)N=c2s/c(=C\C(=O)OC)c(=O)n2C1c1ccc(OC)cc1 (stereo not given),15,1.3,i
Cc1cc(C(=O)Nc2ccccc2N2CCCCC2)no1,8,0.3,i
CCOc1ccc2nc(SCC(=O)NCc3ccc4c(c3)OCO4)[nH]c2c1,3,4.6,i
CCc1cc2c(SCC(=O)O)ncnc2s1,8,2.0,i
O=C(CSc1nnc(-c2n[nH]c3ccccc23)n1-c1ccccc1)Nc1ccccc1Cl,28,-1.3,i
Cc1cc(NC(=O)CSc2nc(=O)cc(N)n2-c2ccc(Cl)cc2)no1,6,-2.0,i
Cc1cccc(-n2c(CNC(=O)c3ccccc3)nnc2SCC(=O)Nc2nccs2)c1,7,-1.5,i
COCCOCCn1cnc2ccccc21,4,-0.4,i
CN(C(=O)COC(=O)c1ccc2c(c1)OCO2)c1c(N)n(Cc2ccccc2)c(=O)[nH]c1=O,11,-0.2,i
